# Neddylation inh: cullin neddylation inhibition; P61081+Q13564; TR-FRET cullin neddylation, biochemical; calls only at 25 µM; 360,000 tested, 0.58% active; in the data active means inhibition above about 36%
# Target sequence (P61081 whole entry, looked up): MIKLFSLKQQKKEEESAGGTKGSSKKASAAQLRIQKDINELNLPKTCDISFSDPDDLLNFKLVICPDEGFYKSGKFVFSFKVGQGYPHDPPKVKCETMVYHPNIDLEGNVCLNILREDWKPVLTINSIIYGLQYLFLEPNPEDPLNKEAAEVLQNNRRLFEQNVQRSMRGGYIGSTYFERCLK
# Target sequence (Q13564 whole entry, looked up): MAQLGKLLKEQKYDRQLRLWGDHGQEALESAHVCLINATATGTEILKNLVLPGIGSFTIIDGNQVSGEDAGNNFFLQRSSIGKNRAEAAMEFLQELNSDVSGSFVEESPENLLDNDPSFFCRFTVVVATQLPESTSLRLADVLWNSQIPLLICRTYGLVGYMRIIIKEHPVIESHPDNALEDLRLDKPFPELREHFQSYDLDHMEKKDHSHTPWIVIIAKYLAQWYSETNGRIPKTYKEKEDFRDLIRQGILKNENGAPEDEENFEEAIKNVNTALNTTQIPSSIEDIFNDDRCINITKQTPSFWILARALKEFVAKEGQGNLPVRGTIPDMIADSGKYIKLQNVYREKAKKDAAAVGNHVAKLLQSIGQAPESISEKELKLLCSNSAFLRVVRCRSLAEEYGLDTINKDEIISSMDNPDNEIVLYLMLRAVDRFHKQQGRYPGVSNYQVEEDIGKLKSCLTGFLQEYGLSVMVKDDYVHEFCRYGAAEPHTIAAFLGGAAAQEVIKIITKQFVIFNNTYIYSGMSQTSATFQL
# MsrA act: activates bovine MsrA enzyme; 360,000 tested, 0.3% active; activation, % at 10.6 µM; purified bovine MsrA, absorbance read-out; in the data active means activation above about 7.5%;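 further: 0% = vehicle and 100% = reference activator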
# FAS TE block: blocks the thioesterase domain of human fatty acid synthase | AID 602261 | recombinant FAS-TE, OMFH fluorogenic substrate, fluorescence endpoint | inhibition, % at 15 µM | 360,000 tested, 0.67% active;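 active means compounds whose normalised, plate-corrected inhibition of enzyme fluorescence in the single-dose primary screen is 50% or more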;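 further: 0% = DMSO with enzyme and 100% = substrate without enzyme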
# CSN inh: inhibitors of human CSN-mediated cullin deneddylation | Q92905 | Purified CSN, SCF-Nedd8-OG deneddylation, fluorescence polarization | inhibition, % at 12.5 µM | 360,000 tested, 0.38% active;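 active means pattern-corrected inhibition above about 35%, with an unprinted fluorescence ratio check between 0.5 and 1.5, limit read from the data, passing the limit was not always enough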;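 further: 0% = enzyme with substrate and 100% = substrate without enzyme; some results filed as inactive read as strong as hits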
# Target sequence (Q92905 whole entry, looked up, one chain of several): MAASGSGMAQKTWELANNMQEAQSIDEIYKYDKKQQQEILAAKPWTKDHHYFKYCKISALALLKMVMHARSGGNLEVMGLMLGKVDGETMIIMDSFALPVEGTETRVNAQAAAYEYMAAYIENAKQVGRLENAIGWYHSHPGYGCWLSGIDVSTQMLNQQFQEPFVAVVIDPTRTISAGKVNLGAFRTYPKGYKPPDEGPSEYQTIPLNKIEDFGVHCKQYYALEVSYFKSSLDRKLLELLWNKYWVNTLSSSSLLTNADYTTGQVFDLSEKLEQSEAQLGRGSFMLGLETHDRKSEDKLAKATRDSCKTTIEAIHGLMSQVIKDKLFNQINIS
#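 assay system = purified human Csn5 enzyme expressed in HEK293T cells | amount = 0.24 nM enzyme | buffer or medium = Tris/NaCl/DTT buffer, pH 7.5 | reagent = 10 nM SCFSkp2-Nedd8OG | compound = one concentration, 12.5 µM, 0.25% DMSO | times = 90 min reaction at room temperature | signal = FP | read-out basis = % inhibition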
# Tb MetRS inh: blocks T. brucei methionyl-tRNA synthetase activity | purified T. brucei MetRS, ATP depletion, Kinase-Glo luminescence | inhibition, % at 11.9 µM | 360,000 tested, 0.4% active | AID 624268;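 active means inhibition above a per-plate cutoff of the control wells' mean inhibition plus 3 SD, cut at about 5.5% in these data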;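 further: 0% = DMSO wells median and 100% = median of wells with control inhibitor compound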
#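 System: purified T. brucei MetRS enzyme / Detection: Kinase-Glo luciferase luminescence reporting remaining unconsumed ATP / Medium: HEPES buffer with MgCl2, KCl, DTT, spermine, BSA, pyrophosphatase / Replication: singlicate, one well per compound / Evaluation: percent inhibition relative to median high and low control wells / Schedule: 2 h aminoacylation at 25 °C after 15 min preincubation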
# PABP1 MLLE inh: blocks PAM2 peptide binding to the PABP1 MLLE domain; P11940; GST-MLLE / FITC-PAM2 fluorescence polarization; inhibition, % at 20 µM; 360,000 tested, 0.36% active; AID 588489; in the data active means inhibition above about 35%, passing the limit was not always enough;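 further: plate controls were DMSO wells with GST-MLLE for no effect and wells lacking GST-MLLE protein for full effect; some results filed as inactive read as strong as hits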
# Rin1-Abl PPI inh: inhibitors of human Rin1-Abl protein interaction; P00519+Q13671; TR-FRET Rin1/Abl binding, biochemical; AID 588664; inhibition, % at 7.35 µM; 360,000 tested, 0.4% active; in the data active means inhibition above about 5%, passing the limit was not always enough
# E coli Lon inh: E. coli protease La inhibition; P0A9M0; purified E. coli Lon protease, fluorescence polarization; 360,000 tested, 0.42% active; inhibition, % at 7.94 µM; in the data active means inhibition above about 13%, passing the limit was not always enough;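 further: 0% = enzyme with probe and DMSO and 100% = no enzyme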
# MsrA inhibitor: inhibitors of bovine MsrA | purified bovine MsrA, absorbance read-out | inhibition, % at 15.5 µM | 360,000 tested, 0.75% active | AID 651718; in the data active means inhibition above about 4.5%;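 further: 0% = vehicle wells with enzyme and 100% = reference inhibitor wells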
# An asterisk follows results filed as active; i = inactive; nt = not tested or not shown; + = active, no number.
SMILES,Neddylation inh,MsrA act,FAS TE block,CSN inh,Tb MetRS inh,PABP1 MLLE inh,Rin1-Abl PPI inh,E coli Lon inh,MsrA inhibitor
CCN1CC(C)(C)N(C(=O)c2ccccc2)CC1(C)C,i,-2.8,-1.0,-2.2,-0.3,-8.2,0.6,-19.6,0.2
Cc1nc(-c2cn[nH]c2)c2cc(C)oc2n1,i,-2.3,-7.2,-0.1,0.1,-10.0,-1.4,-2.7,3.0
O=C(/C=C/c1ccc(Cl)cc1)NCCSc1ccccc1,i,-2.1,3.2,-0.1,0.1,-6.9,-4.7,-4.4,0.4
O=C(c1ccccc1Cl)N(Cc1ccc(Br)cc1)N1C(=O)CCCC1=O,i,-3.6,3.4,-5.0,-0.3,14.5,-0.4,-7.9,-1.0
Cc1ccc2nc(C3CCN(C(=O)c4ccco4)CC3)[nH]c2c1,i,-1.3,-8.6,2.5,0.1,-4.2,-1.0,12.6,-0.7
C=CCOc1ccc(C2OC34CCCCC3C(C#N)(C#N)C2(C#N)C(=N)O4)cc1 (centres undefined),nt,-3.0,0.4,-22.0,0.5,81.0,-0.6,31.3*,nt
CCN(CC)c1ccc2c(c1)oc(=O)c1c(Cl)cc(=O)oc12,i,-11.1,-57.1,-31.1,-1.1,9.2,-3.8,-157.4,nt
CSc1nnc(NC(=O)c2nc(S(=O)(=O)Cc3ccccc3)ncc2Cl)s1,i,-5.1,5.1,-0.9,-0.4,17.6,-0.3,3.9,0.3
O=C(Nc1cc([N+](=O)[O-])ccc1N1CCCC1)c1ccccc1,i,-1.5,21.3,2.1,-0.2,-5.1,-0.4,-12.3,0.5
O=C(Nc1ccc(F)cc1)C(c1ccccc1)N1CCN(c2ccncc2)CC1 (centres undefined),i,nt,nt,-2.0,0.2,nt,nt,nt,-0.5
CCSc1nnc(NC(=O)[C@@H](NC(=O)c2cccc(C)c2)C(C)C)s1,i,-2.1,-5.7,-0.6,-1.1,-2.5,-0.3,11.9,-0.1
O=c1c2ccccc2nnn1Cc1cccc2ccccc12,i,-1.4,31.1,6.8,-0.1,17.4,-4.3,9.7,0.4
O=C(CSc1nc2[nH]ncc2c(=O)n1-c1ccccc1Br)NCc1ccco1,i,-8.4,-13.3,3.7,-0.7,19.4,4.6,-4.4,1.2
CCOC(=O)[C@]12CCCC=C1N(CCC1=CCCCC1)C(=O)[C@H](CC(=O)N1CCCC1)C2,i,nt,nt,-5.1,-0.2,nt,nt,nt,-0.6
COC(=O)c1cccc(NC(=O)/C=C/c2ccc3c(c2)OCO3)c1,i,-2.7,12.3,-1.6,0.1,12.0,0.1,-25.4,2.5
COC(=O)c1sccc1NS(=O)(=O)c1ccc(OC)cc1,i,-1.7,5.6,-2.2,-0.6,1.9,1.1,-2.6,-0.1
O=C(CCCC(=O)N(c1ccc(F)cc1)C(C(=O)NC1CCCC1)c1ccc(O)cc1)Nc1ccccn1 (centres undefined),i,-6.2,-0.8,-5.0,-0.5,18.8,0.4,-3.1,0.9
O=C(NC(=S)NNC(=O)c1ccccc1O)c1ccc([N+](=O)[O-])cc1,i,-1.3,7.1,1.8,-0.3,40.5*,1.1,-6.8,1.9
Cc1ccc(O)c(/C=N/NC(=O)CN2CCCC2)c1,+,0.7,-1.1,4.6,0.7,-6.8,-7.2,8.3,1.5
CN1CCN(C(=O)c2ccc3c(c2)S(=O)(=O)c2ccccc2C3=O)CC1,i,-1.9,-10.4,2.3,0.6,16.6,3.6,4.3,0.9

# E coli Lon inh: what is marked active above.
canonical_smiles	Neddylation inh	MsrA act	CSN inh	Tb MetRS inh	PABP1 MLLE inh	Rin1-Abl PPI inh	E coli Lon inh	MsrA inhibitor
C=CCOc1ccc(C2OC34CCCCC3C(C#N)(C#N)C2(C#N)C(=N)O4)cc1 (centres undefined)	nt	-3.0	-22.0	0.5	81.0	-0.6	31.3*	nt

# Remaining list, next part.
SMILES,Neddylation inh,MsrA act,FAS TE block,CSN inh,Tb MetRS inh,PABP1 MLLE inh,Rin1-Abl PPI inh,E coli Lon inh,MsrA inhibitor
COc1ccc(NC(=O)C2CC(=O)N(C)C(=Nc3ccc4c(c3)OCO4)S2)cc1 (centres undefined),i,-4.8,1.9,1.5,-0.5,-2.8,3.6,-2.3,1.1
O=C(NC12CC3CC(CC(C3)C1)C2)c1ccco1,i,-1.1,-1.2,0.3,-0.5,-6.3,-1.1,-3.4,-0.2
Fc1ccccc1CNC(=S)NC1CCCCC1,i,-0.7,2.1,-0.1,-0.3,-66.0,-2.5,-12.6,-1.1
Cc1ccc(N(CC(=O)Nc2ccccc2-c2ccccc2)S(=O)(=O)c2ccccc2)cc1,i,-2.4,29.3,-0.9,-0.8,-2.5,-3.6,8.0,0.2
COc1ccc(NC(=S)N2CCN(S(=O)(=O)c3ccc(F)cc3)CC2)cc1,i,-2.4,2.1,2.5,-0.7,-112.8,-1.5,10.8,-0.4
COc1ccc(N2CC(C(=O)Nc3cc(C)ccn3)CC2=O)cc1 (centres undefined),i,-7.4,-4.0,-0.3,-0.5,-3.2,-0.8,-8.0,-0.7
O=C(Nc1cnn(Cc2ccc(F)cc2)c1)c1cc2nc(-c3ccco3)cc(C(F)(F)F)n2n1,i,-1.7,-6.4,-5.0,-0.6,0.3,1.3,-2.4,0.3
C#CCOCCOCCOCCNc1nc(N2CCN(C(=O)[C@H](CCCCN)n3cc(CN)nn3)CC2)nc(N2CCN(C(=O)[C@H](CCC(=O)O)n3cc([C@@H](N)[C@H](C)CC)nn3)CC2)n1,i,-6.5,-8.2,-0.4,0.3,-0.4,1.2,-2.0,-0.7
COc1cc(N2CCC(O)CC2)ccc1Nc1nnc(Cl)c(Nc2ccccc2S(C)(=O)=O)n1,i,-2.3,-1.3,-0.8,-0.4,11.1,0.1,2.2,nt
O=C(O)C1(Nc2ccccc2Cl)CCCC1,i,0.1,-7.8,2.0,-0.2,6.4,-2.1,-5.9,0.6
N#CC1=C(O)C(c2ccccc2)n2c1nc(=O)c1ccccc12 (centres undefined),nt,-3.7,-5.2,4.3,-0.9,-13.1,0.7,-7.8,0.7
CCCC(=O)N(c1ccc2oc(C)c(C(C)=O)c2c1)S(=O)(=O)c1ccc(C)c([N+](=O)[O-])c1,i,-1.8,19.9,-2.1,-0.2,6.9,-2.6,-1.0,-0.7
COc1ccccc1CN=C1NC(=O)C(CC(=O)Nc2ccc(OC)c(OC)c2)S1 (centres undefined),i,-2.5,-3.2,0.3,0.1,-83.6,2.5,15.4,0.5
CC(=O)Oc1ccccc1/C=C1\CCOC1=O,i,-2.5,-5.6,-0.3,0.0,2.5,4.3,-8.8,-0.2
CC(=O)c1ccc(NC(=O)N[C@@H](CC(C)C)C(=O)O)cc1,i,2.6,-4.8,-0.2,0.1,-3.9,-2.9,5.9,1.4
O=C(CSc1ccc(Cl)cc1)Nc1ccccc1N1CCN(C(=O)c2ccc(Cl)cc2)CC1,i,-4.3,16.3,-2.7,-0.3,5.2,0.5,-2.8,0.4
CCN(CC(=O)Nc1ccc(NC(C)=O)cc1)C(=O)c1ccc(N(C)S(=O)(=O)c2ccc(C)cc2)cc1,i,0.7,-4.6,-3.7,0.0,8.1,-1.7,-11.6,-0.1
O=C(CCc1nc2ccccc2[nH]1)N1CCc2ccccc2C1,i,-1.3,-2.1,-4.2,2.8,-6.2,-2.0,-10.6,0.3
O=C(COc1ccccc1)NCc1ccc2c(c1)OCO2,i,1.9,-3.6,6.2,0.3,-5.6,-0.8,-0.5,0.8
COc1ccccc1C(=O)COC(=O)C(NC(=O)Cc1ccccc1)C(C)C (centres undefined),i,-7.7,3.2,-3.4,-0.3,8.0,4.9,4.8,-0.1
CCN(CC)CCCC(C)NC1=NCCCCC1 (centres undefined),i,-0.4,-4.9,-0.5,-0.7,4.4,0.7,7.5,-0.3
COc1ccc(CN2CCC(n3nccc3NC(=O)c3cccc(F)c3)CC2)cc1O,i,-0.9,-5.7,-2.8,-0.5,-2.9,0.1,-1.1,-0.1
COc1cc(OC)c(C(=O)NCCCn2ccnc2)cc1OC,i,-3.7,-5.2,0.7,2.1,-12.3,2.4,-4.3,-0.6
Cc1ccccc1OCC(O)Cn1c(NCc2ccco2)nc2c1c(=O)n(C)c(=O)n2C (centres undefined),i,-1.4,7.7,4.5,0.2,-4.1,-0.7,7.4,-1.4
CCOc1ccccc1-c1cc(C(=O)N/N=C/c2cccnc2)c2ccccc2n1,i,-3.8,-0.5,-3.0,0.7,-0.2,-3.1,-7.6,0.2
CC1CC(C)CN(C(=O)CSc2nc(Cc3cccs3)nc3ccccc23)C1 (centres undefined),i,-10.8,15.4,5.2,-1.3,3.8,-3.5,-11.9,1.5
COc1ccc(-c2nc3c(c(SCC(=O)N4CCOCC4)n2)COC(C)(C)C3)cc1,i,-14.6,-4.9,0.0,-1.4,15.2,1.2,1.8,0.9
CC(C)(C)C(C(=O)O)N1CCS(=O)(=O)CC1 (centres undefined),i,-1.2,-3.8,-6.8,-0.5,-5.3,0.0,3.4,-2.1
Cc1ccc(C(=O)NC2CCCCC2)cc1S(=O)(=O)N1CCCC1,i,-0.8,0.6,-3.6,-0.4,16.8,-0.4,-7.2,1.8
C[C@@H]1CN([C@H](C)CO)C(=O)c2cc(Br)cnc2O[C@@H]1CN(C)C(=O)CC1CC1,i,-2.4,-6.5,1.1,-1.6,-8.2,0.1,8.9,1.5

# Whole records from above. Order of screens: Neddylation inh | MsrA act | FAS TE block | CSN inh | Tb MetRS inh | PABP1 MLLE inh | Rin1-Abl PPI inh | E coli Lon inh | MsrA inhibitor
# Entry for `CCN(CC)CCCC(C)NC1=NCCCCC1` (centres undefined) = i | -0.4 | -4.9 | -0.5 | -0.7 | 4.4 | 0.7 | 7.5 | -0.3
# Entry for `COc1ccc(CN2CCC(n3nccc3NC(=O)c3cccc(F)c3)CC2)cc1O` = i | -0.9 | -5.7 | -2.8 | -0.5 | -2.9 | 0.1 | -1.1 | -0.1

# More structures follow:
SMILES,Neddylation inh,MsrA act,FAS TE block,CSN inh,Tb MetRS inh,PABP1 MLLE inh,Rin1-Abl PPI inh,E coli Lon inh,MsrA inhibitor
COCCn1cc(-c2csc(N)n2)c2ccccc21,i,0.5,-24.1,5.6,0.6,35.2,-3.0,7.8,0.2
Cc1ncc(CN2CCN(C3CCCC3)C(CCO)C2)s1 (centres undefined),i,-0.9,-5.4,2.1,-0.2,5.0,3.3,5.7,-0.9
CCn1c(NC(=O)c2ccccc2)c(-c2cccs2)c(=O)c2ccccc21,i,-15.1,-0.3,-3.8,-1.0,-2.2,-0.2,-4.2,1.7
O=C(CSc1nc2ccc([N+](=O)[O-])cc2[nH]1)c1ccc2ccccc2c1,i,-3.5,16.1,1.8,0.7,-75.4,-3.2,6.7,-0.1
O=C(NC1CCN(S(=O)(=O)c2ccccc2)CC1)c1ccccc1,i,-4.0,-7.7,-0.9,-0.6,13.1,2.7,-1.1,-0.3
COc1ccc(C(=O)Nc2ccccc2)cc1NC(=O)c1ccc([N+](=O)[O-])cc1,i,-3.1,23.9,-2.1,0.2,-7.8,1.8,-9.0,0.0
Cc1cccc(-c2noc(-c3c(C)noc3C)n2)c1,i,-2.3,4.8,0.0,-0.2,0.8,-0.2,-2.1,-1.0
C/C(N)=C(/C#N)C(=O)CSc1nc2ccc(C)cc2[nH]1,i,-9.1,-4.9,-2.2,-0.5,-85.9,-1.2,-11.0,0.8
CS(=O)(=O)N1CCC(C(=O)Nc2ccc(F)c(Cl)c2)CC1,i,-1.4,2.1,-0.8,-1.0,-1.4,-3.8,0.2,0.0
CCCCCCn1c(CN2CCCC(C)C2)nc2c1c(=O)n(C)c(=O)n2C (centres undefined),i,-0.6,11.2,10.7,-0.2,-1.4,-5.4,-6.2,0.8
